Screens: PubChem BioAssay, NMMLSC
Rab2A wt mod = modulators of GTP binding to Rab2A wildtype, primary screen, biochemical, dog, bead-based flow cytometry, multiplex; AID 760, 2007; actives 0.19% (n = 190,000); Ras-related protein Rab-2A (Canis lupus familiaris), P61105; GST-Rab2 wt beads, Bodipy-GTP binding; GTP binding activity, % at 10 µM;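 active = GTP binding activity at least 20 points away from 100%, either lowered or raised; inconclusive = signal likely due to the compound's own green fluorescence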;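 also: 0% = beads with excess unlabeled GTP and 100% = no-compound control corrected for plate trend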
HRas wt GTP bind = modulators of GTP binding to HRas wildtype, primary screen, biochemical, bead-based flow cytometry, multiplex | GST-Ras wt beads, Bodipy-FL-GTP binding; actives lie on both sides | GTPase HRas (Homo sapiens), P01112 | GTP binding activity, % at 10 µM | actives 0.14% (n = 190,000) | AID 759, 2007;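 active = GTP binding activity at least 20% away from the 100% baseline, either lowered as inhibitor or raised as activator; inconclusive = flagged as likely green fluorescent, judged across all proteins in the well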;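 also: 0% = unlabeled GTP competition control and 100% = no-compound control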
Target sequence (P01112 whole entry, looked up): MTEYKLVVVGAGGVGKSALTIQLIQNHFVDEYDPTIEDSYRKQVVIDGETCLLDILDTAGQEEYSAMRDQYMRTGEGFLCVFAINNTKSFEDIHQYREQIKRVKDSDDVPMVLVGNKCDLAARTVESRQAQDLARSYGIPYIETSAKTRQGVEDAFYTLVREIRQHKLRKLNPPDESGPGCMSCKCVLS
Cdc42 wt = modulators of GTP binding to wildtype Cdc42, primary screen, biochemical, multiplex bead flow cytometry, Bodipy-GTP. AID 761, 2007. percent activity (GTP binding), % at 10 µM. Cell division control protein 42 homolog (Homo sapiens), P60953. actives 0.2% (n = 190,000). GST-Cdc42 beads; actives lie on both sides;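 active = percent activity GTP binding at least 20 points away from the 100% baseline, either down as inhibitor or up as activator; inconclusive = compound flagged as likely green fluorescent from well-wide comparison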;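 also: median bead fluorescence of bound Bodipy-FL-GTP at 100 nM; 0% = excess unlabeled GTP control and 100% = no compound control; below 100% means less GTP binding so inhibitor and above means activator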
Target sequence (P60953 whole entry, looked up): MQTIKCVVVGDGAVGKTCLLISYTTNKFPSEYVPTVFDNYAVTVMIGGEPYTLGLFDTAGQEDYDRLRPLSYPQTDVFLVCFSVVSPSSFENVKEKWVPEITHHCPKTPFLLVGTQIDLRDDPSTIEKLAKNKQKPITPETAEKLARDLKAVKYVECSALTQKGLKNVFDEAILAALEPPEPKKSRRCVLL
Bcl-2 Bim block = inhibitors of Bim-Bcl-2 binding, primary screen, biochemical, multiplexed, human Bcl-2 family; Bead-based flow cytometry, Bim peptide-Bcl-2 binding; inhibition, % at 10 µM; Apoptosis regulator Bcl-2 (Homo sapiens), P10415; actives 0.06% (n = 190,000); in the data active = inhibition above about 40%; inconclusive = no clear call, values can overlap the other calls;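 also: 0% = no compound wells with probe peptide and 100% = reference peptide inhibitor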
Target sequence (P10415 whole entry, looked up): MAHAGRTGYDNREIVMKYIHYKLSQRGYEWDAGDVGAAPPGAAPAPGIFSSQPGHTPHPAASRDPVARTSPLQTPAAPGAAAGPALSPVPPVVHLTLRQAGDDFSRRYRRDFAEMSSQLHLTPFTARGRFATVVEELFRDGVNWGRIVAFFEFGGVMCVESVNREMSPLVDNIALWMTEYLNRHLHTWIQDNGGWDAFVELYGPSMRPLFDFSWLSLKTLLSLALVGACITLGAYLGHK
Rac1 wt modul = wildtype Rac1 GTP binding modulators, primary screen, biochemical, GST-Rac1 beads, flow cytometry, multiplex; Ras-related C3 botulinum toxin substrate 1 (Homo sapiens), P63000; fluorescent GTP binding; actives lie on both sides; 0 = cold GTP competed, 100 = untreated; GTP binding activity (% of control), % at 10 µM; actives 0.27% (n = 190,000);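 active = GTP binding activity at least 20 points away from the 100% control level, either lower or higher; inconclusive = compound flagged as likely green fluorescent, judged across all proteins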
Bim-Bcl-W = inhibitors of Bim binding to Bcl-W, primary screen, biochemical, multiplexed, bead-based flow cytometry; Bcl-2-like protein 2 (Homo sapiens), Q92843; Bim peptide-Bcl-W binding; inhibition, % at 10 µM; actives 0.02% (n = 190,000); AID 952, 2007;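 also: 0% = bound tracer without compound and 100% = peptide blocker; higher means less fluorescent Bim peptide bound to Bcl-W beads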
Target sequence (Q92843 whole entry, looked up): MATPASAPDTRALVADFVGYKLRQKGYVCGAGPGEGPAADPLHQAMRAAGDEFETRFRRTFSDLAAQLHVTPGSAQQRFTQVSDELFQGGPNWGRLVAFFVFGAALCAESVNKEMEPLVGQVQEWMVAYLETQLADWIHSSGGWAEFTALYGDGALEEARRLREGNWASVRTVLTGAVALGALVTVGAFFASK
Bcl-B Bim block = inhibitors of Bim-Bcl-B binding, primary screen, biochemical, multiplexed, human Bcl-2 family; bead-based flow cytometry, Bim peptide-Bcl-B binding; AID 951, 2007; inhibition, % at 10 µM; Bcl-2-like protein 10 (Homo sapiens), Q9HD36; actives 0.073% (n = 190,000);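 also: 0% = tracer peptide without compound and 100% = reference inhibitor peptide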
Target sequence (Q9HD36 whole entry, looked up): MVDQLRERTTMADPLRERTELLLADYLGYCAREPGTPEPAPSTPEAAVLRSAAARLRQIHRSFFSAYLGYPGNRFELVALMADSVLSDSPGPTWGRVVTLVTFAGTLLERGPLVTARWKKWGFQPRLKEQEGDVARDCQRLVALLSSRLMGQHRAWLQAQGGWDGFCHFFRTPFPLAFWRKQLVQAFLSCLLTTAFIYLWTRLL
Bfl-1 Bim block = inhibitors of Bim binding to Bfl-1, primary screen, biochemical, multiplexed, bead-based flow cytometry | Bcl-2-related protein A1 (Homo sapiens), Q16548 | Bim-Bfl-1 binding inhibition | inhibition, % at 10 µM | actives 0.12% (n = 190,000) | AID 1008, 2008;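 also: 0% = wells without compound plus tracer and 100% = blocker peptide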
Rab7 wt GTP bind = modulators of GTP binding to Rab7, primary screen, biochemical, wildtype, multiplex bead flow cytometry; AID 758, 2007; GST-Rab7 beads, fluorescent GTP binding; actives lie on both sides; untreated = 100%, excess cold GTP = 0%; GTP binding activity (percent of control), % at 10 µM; actives 0.055% (n = 190,000); Rab7 GTPase wild type (dog), Bodipy-FL-GTP binding;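 active = fluorescent GTP binding to Rab7 beads changed by at least 20 points from the 100% baseline, either direction, mostly lower; inconclusive = compound itself probably fluorescent, or too few beads counted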;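 also: median green fluorescence of bound Bodipy-FL-GTP per Rab7 bead population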
Rac1 act GTP bind = GTP binding modulators of activated mutant Rac1, primary screen, biochemical, bead-based flow cytometry, multiplex, fluorescent GTP; percent activity (GTP binding), % at 10 µM; actives 0.11% (n = 190,000); GST-Rac1 activated beads; actives lie on both sides; 100% means binding = to untreated wells; Ras-related C3 botulinum toxin substrate 1 (Homo sapiens), P63000;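 active = GTP binding at least 20 percentage points away from the 100% baseline, in either direction, so actives lie on both sides; inconclusive = Compound likely fluorescent itself, or too few beads counted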
Bim-Bcl-XL = inhibitors of Bim-Bcl-XL binding, primary screen, biochemical, multiplexed, bead flow cytometry, human Bcl-XL; Bim peptide-Bcl-XL binding, fluorescence; inhibition, % at 10 µM; actives 0.04% (n = 190,000)
An asterisk follows results filed as active; ? = inconclusive; & = joins results of further samples. Rule as the data show it, unless noted: active = inhibition above about 40%.

SMILES	Rab2A wt mod	HRas wt GTP bind	Cdc42 wt	Bcl-2 Bim block	Rac1 wt modul	Bim-Bcl-W	Bcl-B Bim block	Bfl-1 Bim block	Rab7 wt GTP bind	Rac1 act GTP bind	Bim-Bcl-XL
O=C(c1cccs1)N1CCN(c2nnc(-c3ccccc3)c3ccccc23)CC1	98	97	95	-5	99	-4	-8	-2	103	96	-3
CCOC(=O)C1=C(C)Nc2nnnn2C1c1c[nH]c2ccccc12 (stereo not given)	99	100	101	-4	103	-5	-16	4	100	99	-6
N#CCSc1n[nH]c2nc3c(c(=O)n12)C1(CCCC1)Cc1ccccc1-3	100	102	103	0	101	1	1	5	100	100	0
COc1ccc(-c2nc(C#N)c(NCCCN(C)C)o2)cc1OC	93	96	99	0	95	-3	2	1	92	94	-1
CC12CC3(C)CC(C)(C1)CC(C(=O)NCC(=O)O)(C2)C3	96	98	98	1	98	-2	1	4	97	97	0
Cc1cccc(C)c1-n1c(C)cc(/C=N/NC(=O)c2ccncc2)c1C	103	104	106	-1	104	-2	-2	-5	101	100	0
Cc1ccc(C(=O)Oc2ccccc2C(=O)N2CCOCC2)cc1	100	103	102	-10	106	-2	-1	-2	100	98	-4
C/C(=C1/SC(N2CCCC2)=NC1=O)c1ccc(Br)cc1	99	97	99	8	100	-7	-4	3	99	98	-11
COc1cc(C(C[N+](=O)[O-])c2c(C)[nH]c3ccccc23)cc(OC)c1OC (stereo not given)	102	104	104	-3	107	-2	-7	-3	100	101	0
O=C(/C=C\c1ccc(-c2ccccc2)o1)c1ccccc1	97	96	98	15	97	24	10	16	100	95	16
COC(=O)CN(C(=O)CSc1nnc(-c2cccc(OC)c2)o1)c1ccc(OC)cc1	?	?	?	-7	?	1	-3	-9	?	?	-3
CCN1C(=O)/C(=C\N2CCN(C)CC2)SC1=S	95	97	97	1	94	0	2	-4	98	95	2
CCOc1ccccc1C(=O)Nc1cc(C(=O)NCCc2ccccc2)ccc1Cl	99	102	100	-3	99	0	2	-1	98	99	0
CCOC(=O)c1cnn(Cc2ccccc2Cl)c1N	102	102	100	0	103	-5	-5	0	102	96	-1
Cc1ccc(S(=O)(=O)N2CCCC2C(=O)NCc2ccco2)cc1 (stereo not given)	102	101	103	-10	103	0	-4	-14	104	101	-2
Cc1cccc(C)c1NC(=O)CN(C)CC(=O)Nc1ccccc1Oc1ccccc1	96	93	98	-1	98	-1	1	-4	100	96	0
CC1(C)CCC(=O)N(c2ccccc2)C1=O	102	102	104	-7	102	-2	-7	-13	100	102	-8
O=C(N/N=C/C=C/c1ccccc1)c1cccc(Br)c1	100	100	100	12	100	0	11	3	101	96	0
c1ccc(-c2nn3c(-c4ccco4)nnc3s2)nc1	95	98	98	-9	101	1	-3	-12	101	99	-4
COCCn1c(-c2ccccc2)nc2oc3ccccc3c(=O)c2c1=O	95	97	96	-9	95	0	-10	-15	97	95	4
O=c1c2[nH]c3ccc(Cl)cc3c2ncn1Cc1ccccn1	98	100	101	-8	100	1	-9	-12	101	96	0
Nc1nc(C2C(=O)CCCC2=O)cs1	100	100	101	-1	105	5	-4	-5	100	100	6
Cc1ccc(-n2nnnc2SCC(=O)c2ccc3c(c2)NC(=O)CO3)c(C)c1	96	98	95	1	99	11	0	5	94	96	2
Cc1ccc(S(=O)(=O)N(Cc2n[nH]c(=S)n2-c2ccccc2)c2cccc(Cl)c2)cc1	90	92	91	-6	94	-2	-12	-4	97	87	-5
O=C(c1ccco1)N1CCN(C(=S)NC2CC3CCC2C3)CC1 (stereo not given)	92	94	99	0	100	0	-4	-1	95	94	3
CC(=O)c1ccc(-c2nc3ccccc3n2C)o1	96	96	96	-5	98	4	0	2	95	95	3
O=C(Nc1nc2ccccc2n1CCN1CCOCC1)c1cn(-c2ccccc2)nc1-c1ccccc1	100	102	102	-9	109	1	-9	-17	100	100	-5
O=C(COC(=O)CC(NC(=O)c1ccccc1Cl)c1ccccc1)Nc1cccc(F)c1 (stereo not given)	97	101	101	-8	104	-2	-11	-16	99	100	-10
COc1cc(OC)c(/C=N/NC(=O)c2ccc([N+](=O)[O-])cc2)cc1Br	96	97	97	-7	96	-2	-6	-9	95	96	0
Cc1ccc(CNC(=O)C(C(=O)NCc2ccc(C)o2)c2ncc(C(F)(F)F)cc2Cl)o1	100	102	102	-1	104	-1	-1	0	99	101	-3
COc1ccc2cc(C(N)=O)/c(=N/NC(=O)c3ccco3)oc2c1	101	101	104	-5	103	-3	-4	-15	100	102	-1
CNC(=O)Cn1nc(-c2ccc(C)c(S(=O)(=O)N(C)C)c2)c2ccccc2c1=O	101	100	99	-8	105	-8	-12	-9	97	100	-11
O=C(NCc1ccncc1)c1ccc(Cl)c(S(=O)(=O)N2CCOCC2)c1	104	103	105	4	103	2	2	3	97	100	0
COc1ccc(NC(=O)CC2C(=O)N(c3cccc(OC)c3)C(=O)N2Cc2ccco2)cc1 (stereo not given)	99	97	95	-1	96	-1	-4	-5	106	92	-4
COc1ccc(C(=O)NC(CC(=O)O)c2cc([N+](=O)[O-])ccc2Cl)cc1 (stereo not given)	95	97	94	-1	99	2	0	-4	92	92	-2
O=C(Nc1cccc(Cl)c1)Nc1ccc2c(c1)C(=O)OC2	102	101	97	12	103	4	7	16	102	99	9
O=C(Cc1nn[nH]n1)NCc1ccccc1Cl	99	98	101	-6	98	-4	-2	-5	96	98	-4
O=C(COC(=O)C(Cc1ccccc1)NC(=O)c1ccco1)NC1CC1 (stereo not given)	99	100	99	-1	100	3	-11	-15	99	98	1
CCOc1cnc(-c2ccccc2F)o1	94	95	96	-5	95	0	-1	-6	91	94	-4
O=C(COC(=O)COc1ccc2ccccc2c1)NC1CCCc2ccccc21 (stereo not given)	99	98	96	-8	101	-3	-1	-9	100	97	-8
CC1CCC(C(=O)NC(C(=O)N2CCN(c3ccccn3)CC2)C(C)C)CC1 (stereo not given)	108	106	106	-4	105	-3	0	-1	101	103	-3
O=C(CCCOc1ccc(Cl)cc1Cl)N/N=C/c1ccc(Cl)cc1	97	97	98	-3	100	-9	-8	-3	98	97	-7
O=C(c1ccc(C(F)(F)F)cc1)C1CCCN(Cc2cccn2-c2ncccn2)C1 (stereo not given)	99	98	94	-6	98	-2	-6	-7	102	95	-1
CCOc1[nH]n(-c2ccccc2)c(=O)c1C=NCC(=O)OC	98	100	101	-3	101	-1	-10	-1	97	96	-3
COC(=O)N/N=C(\C)c1ccccc1Br	97	99	100	-1	98	1	0	-1	95	94	0
COc1ccc(N2CC(C(=O)Nc3ccc(S(=O)(=O)N4CCOCC4)cc3)CC2=O)cc1 (stereo not given)	98	99	97	-3	101	2	-5	-6	96	97	-1
CC1NC(=O)NC1CCCCC(=O)O (stereo not given)	107	106	107	2	115	0	3	2	107	103	-14
COc1cccc(C(=O)Nc2c3c(nc4c2CCC4)CCCC3)c1	96	98	99	-3	101	0	0	0	96	100	-4
CCCCN(CC)CCCNC(=O)c1csc2c1CCCCC2	98	96	96	4	96	1	1	4	104	93	0
COc1ccc2c(c1)[nH]c1c(=O)n(CCC3=CCCCC3)cnc12	100	101	105	-4	106	0	-4	-10	100	101	-3
Cc1ccc2cc3cc(C(=O)N(CC(=O)NC4CCCC4)c4cccc(C)c4C)sc3nc2c1	101	101	101	0	102	2	10	1	99	97	-1
CCC(=O)Nc1cc(C(=O)O)ccc1Sc1ccc(Cl)cc1	98	99	99	-5	100	-4	0	-6	100	96	-5
CC(C)N(Cc1nc(-c2ccc(Cl)cc2)no1)C(=O)/C=C/c1ccccc1	96	96	100	-6	97	-4	-6	-2	98	98	-7
CCCSC1=C(C#N)C(c2cccnc2)C(C(=O)OCC)=C(c2ccccc2)N1 (stereo not given)	102	101	102	-2	103	-5	0	0	98	100	-2
CCN1C(=O)CC(N2CCC(C(=O)N3CCOCC3)CC2)C1=O (stereo not given)	101	100	104	-11	106	0	-10	-21	97	101	-5
COC(=O)c1ccc(NC(=O)Nc2ccc(F)c(Cl)c2)cc1	96	99	99	-7	100	0	-7	-9	97	95	-3
O=C(CSc1cccc2cccnc12)OCC(=O)c1ccc(Br)cc1	91	93	93	4	96	1	5	7	90	91	-6
CCOC(=O)c1nnn(-c2nonc2NC(C)=O)c1C	103	103	104	-10	105	1	-10	-13	103	102	-4
COc1ccccc1OCCn1cc(/C=N/n2cnnc2)c2ccccc21	100	104	102	-5	104	-2	-12	-1	104	102	-8
COc1ccc(NC(=O)c2c(N)no[n+]2[O-])cc1	?	?	?	-4	?	-12	-5	-2	?	?	-12
The results go on:
SMILES	Rab2A wt mod	HRas wt GTP bind	Cdc42 wt	Bcl-2 Bim block	Rac1 wt modul	Bim-Bcl-W	Bcl-B Bim block	Bfl-1 Bim block	Rab7 wt GTP bind	Rac1 act GTP bind	Bim-Bcl-XL
Cc1nc2c(-c3ccc(F)cc3)cnn2c2c1CCC2	100	99	98	-5	102	-1	-3	-5	105	98	-1
Cc1ccnc(NC(=S)NC(=O)/C=C/c2ccco2)c1	102	103	105	0	110	0	-2	-10	102	101	-9
C=CCn1c(SCc2ccc(Cl)cc2)nc2c1c(=O)[nH]c(=O)n2C	102	102	102	2	108	1	0	1	100	100	0
CCCCC[C@H](O)/C=C/C1=C(CCCCCCC(=O)O)C(=O)CC1	95	96	101	0	97	0	-2	0	95	99	-2
Cc1ccc(-c2ccc(SCC(=O)N3CCN(c4ccccc4)CC3)nn2)cc1	99	100	99	-8	103	-4	-10	-12	103	100	-4
O=S(=O)(c1ccc(N2CCN(S(=O)(=O)c3ccc4c(c3)OCCO4)CC2)nc1)N1CCCC1	96	98&102	96	1&-3	98&104	0&-3	0&-7	-4&-2	95	96	1&-2
